TRPML3 ag: activates the human TRPML3 channel; Q8TDD5; HEK293 TRPML3-YFP, Fluo-8 calcium fluorescence; 100% = the carbachol control signal; activation, % at 3 µM; actives 0.29% (n = 220,000); AID 1448;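 active = activation above its plate's cutoff, the mean activation of the plate's test wells plus 3 SD, cut at about 12% in these data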;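 note: 0% = DMSO only wells and 100% = carbachol wells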
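Test system: HEK293 cells stably carrying human TRPML3-YFP; Doses: single dose, 3 µM final nominal compound, 0.3% DMSO final; Schedule: dye loading 1 h 37 °C then 30 min ambient, 125 s read; Technique: Fluo-8 calcium fluorescence; Benchmarks: high control carbachol 87 µM, low control DMSO.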
PPC-1+TRAIL kill: compounds killing PPC-1 cancer cells with TRAIL present (potentiator screen, no TRAIL-free arm); actives 0.41% (n = 220,000); cell killing (% activity), % at 4 µM; AID 1443; PPC-1 cells + TRAIL, ATPLite viability luminescence;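 active = cell killing above 50% in the first pass at 4 µM, then a duplicate retest at 5 µM averaging 50% or more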;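 note: plate controls were cells with TRAIL plus DMSO for no effect and medium-only wells lacking cells for full effect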
BaF3 tox: counter-screen for JAK2V617F inhibitors: parental Ba/F3 viability inhibitors; CellTiter-Glo ATP luminescence; inhibition, % at 5.6 µM; actives 1.1% (n = 220,000); AID 1486;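 active = inhibition above a per-campaign cutoff, the mean inhibition of all tested compounds plus 3 SD, cut at about 27% in these data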;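 note: 0% = DMSO wells and 100% = JAK Inhibitor I control wells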
Ba/F3 V617F tox: lowers viability of Ba/F3 cells expressing EpoR and JAK2V617F; ATP luminescence; inhibition, % at 5.6 µM; actives 1.1% (n = 220,000);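 active = inhibition above the campaign mean plus 3 SD over all tested compounds, cut at about 24% in these data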;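 note: cytokine-independent growth of Ba/F3 cells driven by EpoR plus mutant JAK2; 0% = DMSO-treated cells and 100% = JAK inhibitor I control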
TNF necrop inh: TNF-alpha cell death inhibition in Jurkat FADD-/- cells; Jurkat FADD-/- TNF necroptosis rescue, ATP luminescence, 24 h; 0 = TNF only, 100 = no-TNF cells; activation (protection from cell death), % at 10 µM; actives 0.068% (n = 220,000); AID 463075;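 active = activation, meaning protection from cell death, of at least 50% relative to plate controls; inactive = activation below 50%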;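 note: necroptosis triggered by 40 ng/mL TNF-alpha added together with compound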
Wee1 degr inh: human Wee1 degradation inhibition, primary screen | HeLa Luc-Wee1K328M stability, luciferase luminescence; 100% = proteasome inhibitor MG132 effect | reporter increase, % at 5 µM | actives 1.2% (n = 220,000) | AID 1321;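 active = activation above the mean of all tested compounds plus 3 SD, set per screening run, cut at about 8.8% in these data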;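 note: cells exposed to compound for 20 h before luminescence read; 0% = DMSO alone and 100% = MG132 at 30 µM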
Target sequence (P30291 whole entry K328M): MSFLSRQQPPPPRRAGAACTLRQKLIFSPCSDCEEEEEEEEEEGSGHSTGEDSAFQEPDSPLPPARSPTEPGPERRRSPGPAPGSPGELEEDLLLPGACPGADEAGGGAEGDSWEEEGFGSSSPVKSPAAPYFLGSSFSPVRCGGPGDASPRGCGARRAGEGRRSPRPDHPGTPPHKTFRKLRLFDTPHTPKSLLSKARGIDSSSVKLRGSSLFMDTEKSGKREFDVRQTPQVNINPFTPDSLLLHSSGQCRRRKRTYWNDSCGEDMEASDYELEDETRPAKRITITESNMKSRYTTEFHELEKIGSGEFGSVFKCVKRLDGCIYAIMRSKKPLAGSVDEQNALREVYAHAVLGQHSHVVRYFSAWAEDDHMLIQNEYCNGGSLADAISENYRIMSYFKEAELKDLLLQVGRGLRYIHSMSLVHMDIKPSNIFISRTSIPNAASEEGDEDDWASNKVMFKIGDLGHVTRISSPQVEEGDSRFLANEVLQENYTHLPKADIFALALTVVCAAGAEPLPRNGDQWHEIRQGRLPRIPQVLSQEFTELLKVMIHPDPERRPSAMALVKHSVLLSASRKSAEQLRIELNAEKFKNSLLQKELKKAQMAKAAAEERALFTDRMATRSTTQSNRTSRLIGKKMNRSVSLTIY
CHOP inh: CHOP inhibition in unfolded protein response | AID 2732 | CHO-K1 CHOP-promoter luciferase, tunicamycin-induced, 15-18 h | inhibition, % at 10 µM | actives 3.8% (n = 220,000);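 active = compounds that reduced the stress-induced luciferase reporter signal by more than about 70% of percent inhibition, limit read from the data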;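 note: 0% = tunicamycin plus vehicle and 100% = wells without tunicamycin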
RBBP9 inh: blocks human serine hydrolase RBBP9. recombinant RBBP9, FP-Rh probe fluorescence polarization. O75884. inhibition, % at 7.94 µM. AID 1515. actives 0.2% (n = 220,000);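 active = inhibition above the campaign mean of all tested compounds plus 3 SD, cut at about 14% in these data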;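 note: plate controls were DMSO wells with RBBP9 for no effect and wells lacking RBBP9 protein for full effect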
Target sequence (O75884 whole entry, looked up): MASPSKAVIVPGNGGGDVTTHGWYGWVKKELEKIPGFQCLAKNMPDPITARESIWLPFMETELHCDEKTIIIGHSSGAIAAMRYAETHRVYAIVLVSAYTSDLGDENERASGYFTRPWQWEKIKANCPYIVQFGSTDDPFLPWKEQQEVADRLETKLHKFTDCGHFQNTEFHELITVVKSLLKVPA
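Measured by: FP readout at 525/598 nm; material: recombinant human RBBP9; also added: Serine-hydrolase probe FP-Rh, 375 nM pre-mixing; medium: Tris buffer pH 8.0, NaCl, Pluronic; replication: one well per compound; doses: one concentration, 7.94 µM nominal, 0.794% DMSO; timing: preincubation 30 min plus labeling 45 min at 25 °C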
zfTRPN1 agonist: agonists of zebrafish TRPN1 channel | HEK293 zebrafish TRPN1-YFP, Fluo-8 calcium fluorescence; 100% = response to 87 µM carbachol | actives 0.18% (n = 220,000) | activation, % at 3 µM;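 active = activation above its plate's cutoff, the mean activation of test wells on that plate plus 3 SD, cut at about 19% in these data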;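 note: 0% = DMSO alone and 100% = 87 µM carbachol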
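Material – zebrafish TRPN1-YFP in HEK293 cells · Doses – 3 µM single point · Schedule – dye 1 h 37 °C plus 30 min RT · Signal – Fluo-8 calcium fluorescence, excitation 470-495 nm, emission 515-575 nm · Read-out – % activation versus carbachol response · Control set – carbachol high, DMSO low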
The depositor's hits bear a star; · = not tested or not shown. These rows are one share of the data (hit frequency here may not be typical).

SMILES	TRPML3 ag	PPC-1+TRAIL kill	BaF3 tox	Ba/F3 V617F tox	TNF necrop inh	Wee1 degr inh	CHOP inh	RBBP9 inh	zfTRPN1 agonist
CN(Cc1ccccc1)Cc1ccccc1OC(=O)N(C)C	0.2	5	2	-1	0.1	-2	6	-5	-0.3
CN(C)CC1CSCCC1(O)c1ccccc1 (stereo not drawn)	1.6	18	11	-1	-1.0	-1	-14	-8	-0.8
COc1ccc(N=Cc2c(O)n(Cc3cccs3)c(=O)[nH]c2=O)cc1	0.3	14	0	3	-0.4	-1	81*	-8	0.7
CCCCC(=O)N/N=C/c1c(O)n(CC)c(=S)[nH]c1=O	0.9	7	6	-3	1.3	1	14	1	0.7
O=C(O)c1ccc2c(c1)C1C(Cl)C(Sc3ccccc3[N+](=O)[O-])CC1C(c1cccc([N+](=O)[O-])c1)N2 (stereo not drawn)	0.1	10	5	-1	2.6	-1	81*	11	-1.1
Cc1ccc(NC(=O)c2cn(CCC#N)nc2-c2ccc3c(c2)OCCO3)c([N+](=O)[O-])c1	1.7	19	6	2	-0.5	-1	14	-9	0.6
Cc1ccc(-c2nc3ccccc3c(=O)n2-n2cccc2)cc1	0.0	-4	9	6	-4.7	0	4	-1	-0.8
O=C1N(c2nncs2)CCN1[N+](=O)[O-]	-0.3	-3	-1	2	-2.3	-1	10	-8	-0.9
CC/C(=N\Nc1ccccc1)c1c(O)n(C)c(=O)n(C)c1=O	0.7	6	2	-5	0.1	-1	1	-2	1.1
CCCc1[nH]nc2c1C1(C(=O)N(Cc3ccccc3)c3ccccc31)C(C(=O)OC)=C(N)O2 (stereo not drawn)	-0.9	15	9	2	-1.5	-2	27	-1	-0.2
CC(=O)OC1N=C(c2ccc(Cl)cc2)c2cc(Br)ccc2NC1=O (stereo not drawn)	0.6	16	4	-2	-0.9	-3	-5	-11	1.1
C/C(=N\NC(=O)c1ccccc1O)c1c(O)n(Cc2ccccc2)c(=O)[nH]c1=O	0.4	7	-1	-1	3.6	2	-20	-1	4.1
Oc1ccc2c3c1O[C@H]1c4[nH]c5ccccc5c4C[C@@]4(O)C(C2)N(CC2CC2)CC[C@]314	1.1	-16	-3	0	·	0	8	-1	2.0
CC(=NCCN(C)C)c1c(O)n(Cc2ccccc2)c(=O)[nH]c1=O	-0.2	-8	2	-4	0.4	2	7	0	0.7
COc1c(C)cc(C(=O)C2CCCN(Cc3ccccn3)C2)cc1C (stereo not drawn)	0.0	-7	7	3	0.3	3	2	-7	1.1
Cc1ccc2cc3cc(C(=O)N4CCC5(CC4)OCCO5)oc3nc2c1	0.1	7	3	1	-2.0	2	-20	-7	-0.4
CN1c2ccccc2Oc2ccccc21	1.0	15	6	2	0.1	1	-13	-1	-0.3
CCCC[N+]12CCC(CC1)C(C(O)(c1ccccc1)c1ccccc1)C2 (stereo not drawn)	0.2	7	3	0	4.7	2	11	-4	-0.5
CN(C)c1ccc(NC(=O)CN2C(=O)CN=C(c3ccccc3)c3cc(Cl)ccc32)cc1	-0.6	12	3	-3	-2.6	1	53	-9	-0.9
NC(=O)CS(=O)C(c1ccccc1)c1ccccc1 (stereo not drawn)	1.1	11	-10	-1	·	-2	12	-6	1.0

Some of these compounds in order of heavy-atom count, highest first:
SMILES	TRPML3 ag	PPC-1+TRAIL kill	BaF3 tox	Ba/F3 V617F tox	TNF necrop inh	Wee1 degr inh	CHOP inh	RBBP9 inh	zfTRPN1 agonist
O=C(O)c1ccc2c(c1)C1C(Cl)C(Sc3ccccc3[N+](=O)[O-])CC1C(c1cccc([N+](=O)[O-])c1)N2 (stereo not drawn)	0.1	10	5	-1	2.6	-1	81*	11	-1.1
CN(C)c1ccc(NC(=O)CN2C(=O)CN=C(c3ccccc3)c3cc(Cl)ccc32)cc1	-0.6	12	3	-3	-2.6	1	53	-9	-0.9
Oc1ccc2c3c1O[C@H]1c4[nH]c5ccccc5c4C[C@@]4(O)C(C2)N(CC2CC2)CC[C@]314	1.1	-16	-3	0	·	0	8	-1	2.0
C/C(=N\NC(=O)c1ccccc1O)c1c(O)n(Cc2ccccc2)c(=O)[nH]c1=O	0.4	7	-1	-1	3.6	2	-20	-1	4.1
CCCC[N+]12CCC(CC1)C(C(O)(c1ccccc1)c1ccccc1)C2 (stereo not drawn)	0.2	7	3	0	4.7	2	11	-4	-0.5
CCCCC(=O)N/N=C/c1c(O)n(CC)c(=S)[nH]c1=O	0.9	7	6	-3	1.3	1	14	1	0.7
NC(=O)CS(=O)C(c1ccccc1)c1ccccc1 (stereo not drawn)	1.1	11	-10	-1	·	-2	12	-6	1.0
CN(C)CC1CSCCC1(O)c1ccccc1 (stereo not drawn)	1.6	18	11	-1	-1.0	-1	-14	-8	-0.8
CN1c2ccccc2Oc2ccccc21	1.0	15	6	2	0.1	1	-13	-1	-0.3

Additional records follow:
SMILES	TRPML3 ag	PPC-1+TRAIL kill	BaF3 tox	Ba/F3 V617F tox	TNF necrop inh	Wee1 degr inh	CHOP inh	RBBP9 inh	zfTRPN1 agonist
CN(C)S(=O)(=O)c1cc(NC(=O)COC(=O)Cc2ccccc2)ccc1Cl	1.7	25	6	1	0.8	-3	10	-5	2.6
CCN(CC)CCN=Cc1c(O)n(C2CCCCCC2)c(=O)[nH]c1=O	0.6	9	3	2	-2.9	-1	67	-7	0.0
COC(=O)C1=C(N)Oc2cc(C)oc(=O)c2C12C(=O)Nc1ccccc12 (stereo not drawn)	0.3	20	-5	-6	-0.7	4	-22	-3	-0.1
CCC(=Nc1ccccc1NC(C)=O)c1c(O)n(C)c(=O)n(C)c1=O	0.2	16	5	1	-2.0	-2	5	-2	-1.6
O=C1NC(=O)N(c2ccccc2F)C(=O)/C1=C/c1ccc(Sc2nc3ccccc3[nH]2)o1	46*	-6	6	2	3.8	1	16	-207	43*
CC(=NCCN1CCCCC1)c1c(O)[nH]c(=O)[nH]c1=O	0.9	14	1	0	0.3	-1	25	-4	2.0
O=C1NC(=S)NC(=O)C12C(c1ccc(F)cc1)NC(=S)NC2c1ccc(F)cc1 (stereo not drawn)	0.6	41	7	2	-0.6	0	45	-6	-0.4
O=c1c2ccccc2nc(/C=C/c2ccc3c(c2)OCO3)n1-c1ccccc1	0.1	20	3	0	0.0	1	0	2	-1.3
CN1CCN(c2ccc(N)c(N3CCN(C)CC3)c2)CC1	1.2	10	3	-3	-2.7	-1	34	8	1.9
CC(C)n1c(=O)c(C=Nc2ccc(S(N)(=O)=O)cc2)c(O)n(Cc2ccco2)c1=O	0.6	39	0	-2	-0.7	5	36	-6	0.4
CCOC(=O)c1c(-n2c(C)cc(/C=C3\C(=O)NC(=O)N(C)C3=O)c2C)sc2c1CCCC2	-0.5	8	2	2	-7.4	0	77*	-2	-2.0
CCn1ccnc1CN1CCCC(C(=O)c2cc(F)ccc2OC)C1 (stereo not drawn)	1.0	8	0	0	0.9	0	36	-12	1.6
Cc1ccc(-c2cc(-c3ccc(C)cc3)[n+](C)o2)cc1	0.4	32	73*	91*	-3.9	0	-11	-6	0.4
Cc1c(/C=C2/CC3C4CC=C5CC(O)CCC5(C)C4CCC3(C)C2=O)cnn1C (stereo not drawn)	0.8	·	5	1	-1.4	-1	·	3	1.1
COc1ccc(C2SCC(=O)Nc3c2c(=O)[nH]n3C2CCCCCC2)cc1 (stereo not drawn)	0.3	16	4	-1	-0.8	-2	30	-5	1.0
CCC(C)N1C(=O)NC(=O)C2(Cc3c(ccc4ccccc34)N(C)C2)C1=O (stereo not drawn)	-0.3	2	6	4	-7.2	1	76*	1	2.6
CC(C)=CCC12CN3CCN(CC(C3)C1=O)C2	0.5	2	8	2	-1.8	2	22	-1	-1.6
CCCC(=O)Nc1ccc(N2CCN(CC)CC2)c(Cl)c1	0.9	4	8	-1	0.2	0	3	-4	0.9
O=[N+]([O-])c1ccc(NCc2ccccc2)c2nonc12	216*	4	5	2	-1.3	1	3	11	332*
COc1cccc(-c2nc(CS(=O)CC(=O)N3CCC4(CC3)OCCO4)c(C)o2)c1 (stereo not drawn)	-0.2	-15	8	0	0.4	2	2	1	0.2
O=C1NC(=O)N(Cc2ccco2)C(=O)/C1=C\c1cccn1CCOc1ccc(Cl)cc1	1.0	17	2	-1	1.0	-1	76*	-9	1.0
COc1ccc(-c2cc(=NCCC(=O)O)c3cc(C)ccc3o2)cc1	-0.4	20	0	-2	0.0	0	-37	-6	-1.6
COc1cccc(CN2CCCCC2c2cccnc2)c1 (stereo not drawn)	-0.4	8	-3	-3	-0.1	-1	19	-2	1.4
COCCN1C(=O)/C(=C/c2c(OC)cc(OC)cc2OC)C(=O)N(c2ccccc2)C1=O	1.0	-6	-6	-4	5.2	0	10	-2	3.6
O=C1NC(=O)N(CCc2ccc(F)cc2)C(=O)/C1=C\C=C\c1ccccc1	0.5	17	8	0	-11	-3	73*	0	1.0
CN1CCN(C(=O)COc2ccc(Oc3ccccc3)cc2)CC1	2.8	19	5	-4	-0.4	-1	9	-6	1.3
CCCN1C2CCCC1CC(NC(C)=O)C2 (stereo not drawn)	0.4	10	1	2	0.4	3	2	-11	-0.4
CSc1ccc(C(=O)C2CCCN(Cc3cnc(SC)nc3)C2)cc1 (stereo not drawn)	1.2	6	2	4	1.2	4	-5	-13	0.7
CC(CCc1ccccc1)NCCC#N (stereo not drawn)	0.5	2	-3	-5	4.8	1	6	-6	0.8
Cc1ccc2c(c1)C1CN(C)CCC1N2S(=O)(=O)c1ccccc1 (stereo not drawn)	1.0	11	4	5	-4.3	1	40	-2	0.4
O=C(COc1ccc(Cl)cc1)N1CCN(Cc2ccc([N+](=O)[O-])cc2)CC1	2.8	0	8	7	-8.8	-2	-3	-8	5.2
CNC(=O)Oc1ccc(-c2cn3cc(C)ccc3n2)cc1	0.0	88*	7	11	0.9	-6	50	-8	-3.3
O=C(CN1CCCCC1)c1ccc(OC(F)F)cc1	0.7	13	7	4	1.4	-1	7	6	1.2
Cn1nc(N)c2c1N=P(N1CCOCC1)(N1CCOCC1)N=C2c1ccccc1	0.7	-3	3	4	-3.2	0	33	-4	0.0
COc1ccc(Cc2c(O)[nH]c(=O)[nH]c2=O)c(OC)c1	0.7	-4	0	-2	1.2	-4	-9	-6	1.7
N#CC12CNCC1CN=N2 (stereo not drawn)	1.1	1	2	-2	0.5	-2	1	-11	-1.0

Assay outcomes as filed in PubChem.
